KCNH2 WT inh: KCNH2 (human, wildtype) channel inhibition. Q12809. U2OS, BacMam KCNH2, thallium flux FluxOr; active compounds read low. activity change, % at 1.84 µM. 0.37% of 340,000 active. AID 720551;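 active = maximum activity change below -70%; inconclusive = maximum activity change between -70% and -50%; inactive = maximum activity change above -50%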; also: % is scaled to controls: 0 for no effect and ±100 for the full control effect
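U2OS cells transduced with wild-type KCNH2 virus are loaded with FluxOr dye for 45 min, and thallium flux is measured in kinetic reads before and after stimulation buffer. Rate constants are normalized to DMSO controls.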
Menin MLL FP TR: displaces Texas Red mutant MLL peptide from human menin. O00255. Menin + Texas Red MLL mutant peptide, fluorescence polarization. Potency, µM (doses to about 61.6 µM), for the others: at the highest dose FP activity change, negative = inhibition, usual class: inhibitors. 0.23% of 270,000 active; active = well fitted inhibition curve with a large enough effect in the polarisation, with a control signal flat, not every such curve was filed as active; inconclusive = small, poorly fitted or top-dose-only effect, or effect the other way, or a change in a side signal; inactive = no such curve, though single readings can be large or run the other way; the % refers to the polarisation; also: potency is read from the fitted curve at half-maximal effect; % of control where 0% means no effect; many of its hits are not listed in these tables
Target sequence (O00255 whole entry, looked up): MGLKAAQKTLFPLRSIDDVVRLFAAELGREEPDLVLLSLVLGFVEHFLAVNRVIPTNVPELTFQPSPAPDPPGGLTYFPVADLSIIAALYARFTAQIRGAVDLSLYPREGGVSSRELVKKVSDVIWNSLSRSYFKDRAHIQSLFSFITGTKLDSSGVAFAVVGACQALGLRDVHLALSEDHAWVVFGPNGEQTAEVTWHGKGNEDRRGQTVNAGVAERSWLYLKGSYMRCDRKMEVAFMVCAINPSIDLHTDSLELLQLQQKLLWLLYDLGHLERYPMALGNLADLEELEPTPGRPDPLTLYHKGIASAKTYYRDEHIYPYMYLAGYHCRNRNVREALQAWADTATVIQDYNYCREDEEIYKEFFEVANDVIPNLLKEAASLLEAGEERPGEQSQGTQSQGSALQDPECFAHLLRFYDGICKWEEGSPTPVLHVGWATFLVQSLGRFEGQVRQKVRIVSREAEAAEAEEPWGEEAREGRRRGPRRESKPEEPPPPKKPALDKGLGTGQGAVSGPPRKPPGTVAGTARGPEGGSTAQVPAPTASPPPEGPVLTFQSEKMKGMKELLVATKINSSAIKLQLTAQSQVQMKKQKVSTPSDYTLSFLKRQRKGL
TRPV1 ag: human TRPV1 agonism; activation, % at 8.33 µM; AID 540275; 0.19% of 320,000 active; TRPV1-expressing cells, Fluo-8 calcium influx, agonist mode; in the data active = activation above about 80%; inconclusive = between about 30% and that limit; also: 0% is about no effect
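Fluo-8 calcium influx in TRPV1-expressing cells, kinetic read (ex 480/em 520 nm). Compound added and read 3 min for agonist activity, followed by capsaicin at EC20 final and 2 min further read for enhancement.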
MLL CXXC-DNA inh: blocks binding of human MLL CXXC domain to DNA | MLL-CXXC / FITC-HOXA9 DNA fluorescence polarization | Potency, µM (series often up to 115 µM), for inactives: at the top dose activity change, negative = inhibition, usual class: inhibitors | Q03164 | 0.037% of 290,000 active; active = well fitted inhibition curve with a large enough effect in the polarisation, with a control signal flat, not every such curve was filed as active; inconclusive = small, poorly fitted or top-dose-only effect, or effect the other way, or a change in a side signal; inactive = no such curve, though single readings can be large or run the other way; the % refers to the polarisation; also: potency is read from the fitted curve at half-maximal effect
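Purified MLL-CXXC (added from a 7 uM solution) was preincubated 5 min at ambient with pinned compounds in 50 mM Tris-HCl pH 7.5, 50 mM NaCl, 1 mM DTT, 0.05% BSA. Fluorescein-labeled HOX-A9 DNA (50 nM solution) followed, 30 min, then polarization read.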
B2AR arrestin: agonists driving beta-arrestin recruitment to human beta2-adrenergic receptor; Potency, µM (highest dose often 46.1 µM), for the others: at the highest dose activation, hits mostly activators; 0.02% of 330,000 active; beta-arrestin recruitment to beta2AR, cell-based reporter;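 also: potency is read from the fitted curve at half-maximal effect; 0% = DMSO controls and full agonism = EC100 isoproterenol or metaproterenol; nearly all actives have a fitted effect of over 65% in size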
Target sequence (P07550 whole entry, looked up): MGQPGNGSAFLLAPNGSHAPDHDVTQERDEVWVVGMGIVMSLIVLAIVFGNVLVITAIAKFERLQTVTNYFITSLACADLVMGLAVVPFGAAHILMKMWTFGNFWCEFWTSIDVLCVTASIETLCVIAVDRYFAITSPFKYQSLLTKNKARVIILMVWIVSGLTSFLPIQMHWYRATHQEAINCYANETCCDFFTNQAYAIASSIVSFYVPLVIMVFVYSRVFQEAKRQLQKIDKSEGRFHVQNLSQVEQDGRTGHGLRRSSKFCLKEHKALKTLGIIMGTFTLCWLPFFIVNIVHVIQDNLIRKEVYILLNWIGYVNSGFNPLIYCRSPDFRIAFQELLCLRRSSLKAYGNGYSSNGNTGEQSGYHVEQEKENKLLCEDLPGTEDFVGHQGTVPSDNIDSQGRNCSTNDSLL
PKM2 activator: PKM2 (human) enzyme activation. P14618. purified PKM2, Kinase-Glo ATP luminescence, activation; response scale: 0% is enzyme alone, no compound. Potency, µM (series often up to 57.5 µM), for the others: at the highest dose activation, usual class: activators. 0.34% of 260,000 active; also: potency is read from the fitted curve at half-maximal effect; % is scaled to controls: 0 for no effect and ±100 for the full control effect; nearly all actives have a fitted effect of over 55% in size
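Purified hPK-M2 (>95%) run at intermediate activity with 0.1 mM ADP and 0.5 mM PEP in 50 mM imidazole pH 7.2, KCl, MgCl2; 1 h room temperature. ATP formed read by Kinase-Glo luminescence; normalized to uninhibited and no-enzyme controls.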
Giardia killer: kills Giardia lamblia; 0.15% of 340,000 active; activity change, % at 7.66 µM, hits read low; Giardia lamblia trophozoite viability; AID 540267; in the data active = activity change below about -80%; inconclusive = between about -30% and that limit;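 also: parasites exposed to compound for two days anaerobically before the ATP read; % is scaled to controls: 0 for no effect and ±100 for the full control effect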
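Each well holds 100 Giardia trophozoites and compound. After two days (48 hrs) at 37 deg C in anaerobic conditions, ATP is quantified by luminescence.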
KCNH2 3.1 inh: blocks the human KCNH2 3.1 channel isoform. U2OS KCNH2 3.1, thallium flux FluxOr; active compounds read low. activity change, % (tested at about 1.8 µM). 0.95% of 340,000 active;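 active = maximum activity change below -70%; inconclusive = maximum activity change from -70% to -50%; inactive = maximum activity change above -50%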;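 also: thallium influx rate constant from kinetic fluorescence after stimulation buffer; % is scaled to controls: 0 for no effect and ±100 for the full control effect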
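We transduce U2OS cells with the mutant 3.1 virus, culture them overnight, load FluxOr with Red40 quencher for 45 min, then add stimulation buffer and read kinetically for 2 min to derive a normalized rate constant.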
FBPA coupling cs: coupling enzyme interference in Giardia aldolase counter-screen; coupling enzyme system counterscreen, AmpLite Red fluorescence; activity change, negative = inhibition, % at 58.2 µM, hits read low; 0.67% of 290,000 active; AID 2472; in the data active = activity change below about -30%; also: % is scaled to controls: 0 for no effect and ±100 for the full control effect
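Counterscreen of the coupled detection system alone, without aldolase: glyceraldehyde-3-phosphate coupling enzymes plus AmpLite Red readout. Compounds at 57.5 uM final, 10 min RT preincubation, 20 min RT reaction, fluorescence 525/598 nm.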
GALK inh: galactokinase (human) inhibition; Potency, µM (highest dose often 57.5 µM), for the others: at the top dose activity change, negative = inhibition, usual class: inhibitors; Purified GALK, Kinase-Glo residual ATP luminescence; P51570; 0.007% of 270,000 active; also: potency is read from the fitted curve at half-maximal effect; % is scaled to controls: 0 for no effect and ±100 for the full control effect
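Galactose (100 uM) and ATP (35 uM) were turned over by 5 nM GALK for 1 h at RT. Kinase-Glo Plus then converted the remaining ATP into a luminescent signal.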
USP2a inh: blocks human ubiquitin-specific protease USP2a. O75604. Potency, µM (top dose mostly 38.3 µM), for inactives: top-dose activity change, negative = inhibition, most hits filed as inhibitors. 0.01% of 330,000 active. AID 463254. USP2 core, Ub-CHOP2 coupled fluorogenic reporter, 485/531;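 also: potency is read from the fitted curve at half-maximal effect; plate controls were DMSO wells for no effect and full inhibition by NEM control for full effect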
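Deubiquitinase activity read as fluorescence (485/531 nm) after Ub-CHOP2 cleavage activates the enterokinase reporter on its substrate; USP2 core 10nM, Ub-CHOP2 and substrate 25nM each, 30min compound preincubation then 60min RT; data normalized to NEM, curves fitted.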
* = called active by the depositor; ? = inconclusive; nt = not tested or not shown; [ ] = remark or other dose. Unless noted, calls follow the shape of the dose curve; as a rule, active = well fitted curve in the direction sought with a large enough effect; inconclusive = small, poorly fitted or top-dose-only effect, or another doubt; inactive = no such curve, though single readings can be large; an effect the other way counts as inactive or inconclusive.

| compound | KCNH2 WT inh | Menin MLL FP TR | TRPV1 ag | MLL CXXC-DNA inh | B2AR arrestin | PKM2 activator | Giardia killer | KCNH2 3.1 inh | FBPA coupling cs | GALK inh | USP2a inh |
| --- | --- | --- | --- | --- | --- | --- | --- | --- | --- | --- | --- |
| CCc1ccc(NC(=O)c2onc(C)c2Cl)cc1 | 8 | 4% | 89* | ? | 0.2% | -8% | 2 | -4 | 6 | 0% | -4% |
| CC1CC(C)(C)CC2(C1)NC(=O)N(CC(=O)N(Cc1ccccc1)c1ccccc1)C2=O (stereo unspecified) | 0 | nt | -5 | nt | 0.4% | nt | 0 | -28 | nt | nt | -4% |
| CC(Oc1ccc([N+](=O)[O-])cc1)C(=O)NCCCN1CCOCC1 (stereo unspecified) | 48 | nt | -1 | 3% | -0.6% | 0% | 14 | nt | nt | -8% | 0% |
| C=CCCC(=O)NC1CC(C)(C)Cc2c1cnn2-c1ccc(OC)cc1 (stereo unspecified) | 0 | 1% | 0 | -14% | -0.1% | 2%[11.5 µM] | -10 | 7 | 1 | 4% | 0% |
| C[C@@H]1CCCCCCCCC(=O)OCCN(C(=O)OC(C)(C)C)[C@H](C)CCCCCCCCC(=O)OCCN(C(=O)OC(C)(C)C)[C@H](C)CCCCCCCCC(=O)OCCN1C(=O)OC(C)(C)C | -3 | nt | nt | nt | -0.1% | nt | -6 | 6 | nt | nt | 4% |
| Cc1ccc(CCNC(=O)C2CCN(S(=O)(=O)c3c(C)nn(C)c3C)CC2)cc1 | 0 | 1% | 9 | 10% | -0.4% | 1% | 2 | 7 | 3 | 1% | 1% |
| O=C(NCc1ccccn1)C(=O)NCC1OCCN1S(=O)(=O)c1ccc([N+](=O)[O-])cc1 (stereo unspecified) | -7 | -8% | -4 | -5% | 0.0% | 2% | 13 | -1 | 1 | 3% | 0% |
| Cn1cccc1C(=O)NC(=O)CSc1nnc(C2CC2)n1-c1ccccc1 | 0 | -19% | -3 | 0% | -0.5% | -1% | 11 | 4 | 2 | 0% | -2% |
| O=C(CCCN1C(=O)NC2(CCCC2)C1=O)Nc1ccc(Cl)c(S(=O)(=O)N2CCOCC2)c1 | 0 | nt | 2 | nt | -0.1% | nt | -20 | 3 | nt | nt | 3% |
| CCC(Oc1ccccc1)C(=O)Nc1cc(C(F)(F)F)ccc1N1CCOCC1 (stereo unspecified) | 7 | nt | ? | nt | 0.3% | nt | -7 | -1 | nt | nt | -5% |
| CN(C)CCCn1c2c(c(SCC(=O)Nc3ccc4c(c3)OCO4)nc1=O)CCC2 | 3 | nt | -2 | nt | -1.0% | nt | 2 | -1 | nt | nt | 0% |
| CC(=O)NCCC(=O)N1CCCC(N(C)CCc2ccccc2)C1 (stereo unspecified) | 17 | -2% | -1 | -11% | 0.0% | 1% | -8 | -37 | -2 | 0% | 0% |
| COc1ccc2oc(-c3ccccc3)c(C(=O)N(C)C)c2c1 | 5 | -11% | 0 | -1% | -0.1% | 0% | 15 | -3 | 0 | 3% | 0% |
| NC(=S)Nc1cccc(O)c1 | -11 | 2% | -4 | ? | -0.4% | 1% | -4 | -14 | 1 | 1% | -3% |
| COc1cc(NC(=O)COC(=O)CC(NC(C)=O)c2ccccc2)cc(OC)c1 (stereo unspecified) | 2 | 12% | -4 | 42%[activator] | -0.2% | nt | -7 | -8 | 0 | -2% | 1% |
| N#Cc1c(-c2ccc(F)cc2)cc(C2CC2)nc1SCC(=O)c1cccs1 | -7 | -21% | -5 | -2% | -0.2% | 0% | -14 | 13 | 1 | 0% | 3% |
| CCN(CC(=O)NCc1cccs1)C(=O)c1ccc(C)o1 | 0 | nt | nt | nt | -0.6% | nt | 15 | -4 | nt | nt | -1% |
| COc1ccc([N+](=O)[O-])c(OC)c1C(=O)Nc1ccc(F)cc1F | -7 | nt | 5 | -6% | -0.8% | 4% | 25 | 8 | 0 | 1% | -11% |
| COc1ccc(C2CC(c3ccccc3)Nc3nc(NS(C)(=O)=O)nn32)cc1 (stereo unspecified) | -1 | nt | 1 | 56%[activator] | -1.4% | 3% | 7 | 8 | 6 | nt | 7% |
| O=C(NNS(=O)(=O)c1ccc(F)cc1)c1ccc(S(=O)(=O)N2CCCCC2)cc1 | -2 | -3% | 0 | 8% | -0.1% | 2% | 1 | -1 | 3 | -1% | 4% |
| Cc1cc(C)c(C#N)c(SCC(=O)Nc2cccc(S(=O)(=O)N3CCCC3)c2)n1 | 10 | nt | 0 | nt | -0.4% | nt | 19 | -2 | nt | nt | 3% |
| COCCn1c(SCC(=O)Nc2ccc(OC)c(S(N)(=O)=O)c2)nc2ccccc21 | -4 | nt | -2 | 0% | 0.2% | 3% | -29 | -8 | 1 | -2% | -1% |
| O=C(CN1C(=O)C2CCCCC2C1=O)Nc1nccs1 (stereo unspecified) | -20 | -21% | 3 | -1% | 0.3% | 0% | 3 | -2 | -1 | -1% | 1% |
| O=C(OCC(=O)N1CCc2ccccc21)C1=COCCO1 | -4 | -13% | 2 | 1% | -0.9% | -10% | 31[activator] | -10 | -3 | -5% | -3% |
| CCn1c(SCC(=O)NCCc2ccc(Cl)cc2)nnc1-c1cccs1 | -2 | 7% | -3 | 5% | -0.2% | -4% | 1 | -21 | 5 | -3% | -1% |
| COc1ccc(NC(=O)CNC(=O)c2sc3ccccc3c2Cl)c(OC)c1 | -2 | nt | -2 | nt | -0.3% | nt | 3 | -21 | nt | nt | 3% |
| CCOc1ccccc1NC(=O)C(=O)NCC1CCCN1CC (stereo unspecified) | 15 | -6% | -2 | 4% | 0.3% | 0% | 4 | 9 | -1 | -1% | 5% |
| CCOC(=O)c1sc2nc(CC(=O)OC)nc(NCCN3CCOCC3)c2c1C | -7 | -1% | 1 | 14% | 3.2% | 5% | 6 | -8 | 4 | -3% | 0% |
| Clc1nc(Cl)nc(-c2cn(-c3ccccc3)c3ccccc23)n1 | 7 | nt | 0 | -5% | -0.6% | 1% | -23 | -8 | 5 | -1% | 3% |
| Cc1nc(N2CCN(Cc3ccc4c(c3)OCO4)CC2)[nH]c(=O)c1C | 3 | -10% | 18 | 17% | -0.3% | nt | 2 | -13 | 1 | 0% | 3% |
| S=C(NCCSCc1ccc(Cl)cc1)Nc1ccccc1 | 8 | ? | ? | -4% | -0.4% | -8% | 19 | 1 | 1 | 1% | -2% |
| CC1(C)O[C@@H]1COc1c2ccoc2cc2oc(=O)ccc12 | -8 | -11% | 8 | -1% | -0.4% | 0% | -8 | 8 | -1 | nt | 1% |
| O=C(CCCCCn1c(=O)[nH]c2ccccc2c1=O)NCCc1c[nH]c2ccccc12 | 0 | 24% | -2 | 4% | -0.1% | -4% | -21 | -6 | nt | 0% | 2% |
| CC1CCN(c2nc(N(C)c3ccccc3)nc(N)c2[N+](=O)[O-])CC1 | 2 | nt | 20 | -10% | -0.2% | 9% | 25 | -6 | -1 | -3% | 3% |
| Cn1c(CN2CCN(C(=O)c3ccc(F)cc3)CC2)nc2cc([N+](=O)[O-])ccc21 | -5 | 16% | 2 | 4% | -1.3% | -8% | 1 | -1 | 1 | -5% | -1% |
| O=C(COC(=O)c1ccc([N+](=O)[O-])o1)Nc1cccc(S(=O)(=O)N2CCOCC2)c1 | 6 | -3% | -1 | 15% | -0.7% | -25% | -6 | 11 | -19 | 0% | 0% |
| COc1ccc(NC(=O)c2ccc(S(=O)(=O)N3CCCCC3)cc2)cc1OC | 5 | nt | nt | nt | -3.6% | nt | -5 | -11 | nt | nt | 1% |
| O=C(CSc1nc2ccc([N+](=O)[O-])cc2[nH]1)NCCc1ccccc1 | -1 | 40%[activator] | ? | -3% | -0.7% | 2% | -9 | -6 | -4 | -1% | 1% |
| Fc1ccc(CN2CCCN(Cc3nc(-c4ccc5c(c4)OCO5)no3)CC2)cc1 | nt | -8% | 7 | 5% | -0.7% | 0% | 9 | -20 | 2 | 11% | -2% |
| Cc1ccc(CCNC(=O)C2=CCN(S(=O)(=O)c3ccccc3)CC2)cc1 | -29 | 2% | 9 | 24% | 0.0% | nt | -18 | 7 | 1 | -1% | 1% |
| O=C(CN1CCOCC1)Nc1nc(-c2ccccc2)cs1 | 1 | 1% | 85* | 1% | 0.2% | nt | 6 | 3 | 0 | -2% | 1% |
| C=CC[C@H](CC(=O)OC(C)(C)C)C(=O)OC[C@@H]1CCCN1C(=O)[C@@H](CC=C)CC(=O)NCCO | -7 | nt | nt | nt | -0.2% | nt | 2 | -8 | nt | nt | 7% |
| N#Cc1ccccc1N=C1CCCN1Cc1ccccc1 | -1 | 25% | 6 | 1% | -0.3% | -2% | 21 | 10 | 2 | -1% | 1% |

Assay outcomes (PubChem BioAssay)

A portion of the library. The share of hits here may be higher or lower than overall.
